PAFAH2 FP inh – PAFAH2 enzyme inhibitors, primary screen, biochemical, fluorescence polarization, human | inhibition, % at 3.39 µM | recombinant PAFAH2, FP-rhodamine activity probe | 340,000 tested, 0.99% active;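 active = inhibition above the mean over all tested compounds plus 3 SD, cut at about 30% in these data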;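 note: inhibitors block probe labeling of enzyme so polarization drops; 0% = enzyme with DMSO and 100% = wells lacking PAFAH2 protein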
TPT1 inh – Candida albicans TPT1 enzyme inhibitors, primary screen, biochemical, fluorescence polarization; tRNA 2'-phosphotransferase TPT1 (Candida albicans SC5314); recombinant caTPT1, FP RNA substrate dephosphorylation; inhibition, % at 5 µM; 300,000 tested, 0.81% active; AID 1962, 2009;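 active = inhibition above the mean of all tested compounds plus 3 SD, set per screening campaign, cut at about 24% in these data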;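 note: plate controls were DMSO alone for no effect and ferristatin control at 100 nM for full effect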
proCasp3 act – activators of human procaspase-3 D3A mutant, primary screen, biochemical, absorbance, PC-3 D3A mutant, single concentration; Caspase-3 (Homo sapiens), P42574; recombinant procaspase-3 D3A, Ac-DEVD-pNA absorbance 405 nm; activation, % at 8.5 µM; 330,000 tested, 0.11% active;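 active = activation above the mean of all tested compounds plus 3 SD, cut at about 21% in these data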;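 note: 0% = DMSO alone and 100% = DMSO wells spiked with extra 5 µM PC-3 D3A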
Target sequence (P42574 whole entry D9A/D28A/D175A): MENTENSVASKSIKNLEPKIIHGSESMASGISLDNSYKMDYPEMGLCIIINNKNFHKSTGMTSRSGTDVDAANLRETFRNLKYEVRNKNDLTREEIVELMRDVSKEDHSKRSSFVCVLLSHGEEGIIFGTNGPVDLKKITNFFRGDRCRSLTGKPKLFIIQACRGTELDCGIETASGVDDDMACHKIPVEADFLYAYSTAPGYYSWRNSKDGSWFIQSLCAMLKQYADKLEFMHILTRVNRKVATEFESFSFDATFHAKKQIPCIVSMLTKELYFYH
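Test system: Procaspase-3 D3A mutant; medium: Zinc-free HEPES/NaCl buffer with 0.01% Triton X-100 at pH 7.4; reagent: DEVD-pNA substrate; doses: one concentration, 8.5 µM nominal, 0.8% DMSO; times: 1 h preincubation plus 2 h reaction at 25 °C; signal: Epi-absorbance at 405 nm of released p-nitroaniline, 0 and 120 min; replicates: singlicate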
HCV core dimer – inhibitors of HCV core protein dimerization, primary screen, biochemical, TR-FRET, high-throughput; TR-FRET GST/Flag-core106 dimerization, 1536-well; inhibition, % at 5 µM; 300,000 tested, 0.33% active; AID 1899, 2009;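 active = inhibition above the mean of all tested compounds plus 3 SD, set per screening campaign, cut at about 45% in these data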
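Test system: GST/Flag-tagged HCV core106 proteins; Medium: KF-containing HEPES buffer, pH 7.45, DTT, CHAPS, BSA; Times: compound-protein-antibody incubation 4 h at 22.5 °C; Detection: TR-FRET 671 and 617 nm emission; Benchmarks: wells lacking GST-core106 and wells with excess unlabelled core106.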
AHR activator – AHR activators, primary screen, cell-based, luminescence, luciferase reporter, human; AHR-responsive luciferase reporter cells; Aryl hydrocarbon receptor (Homo sapiens), P35869; activation, % at 5 µM; 320,000 tested, 2.5% active; in the data active = activation above about 47%;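 note: 0% = vehicle wells and 100% = reference agonist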
PP1 counter – PP1-alpha phosphatase inhibitors, primary screen, counter-screen for PP5 inhibitor project, biochemical, fluorescence, OMFP substrate, single point | inhibition, % at 6.7 µM | 320,000 tested, 0.9% active | Serine/threonine-protein phosphatase PP1-alpha catalytic subunit (Homo sapiens), P62136 | purified PP1alpha;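 active = inhibition above the mean inhibition of all tested compounds plus 3 SD, computed separately for each screening campaign, cut at about 15% in these data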
Target sequence (P62136 whole entry, looked up): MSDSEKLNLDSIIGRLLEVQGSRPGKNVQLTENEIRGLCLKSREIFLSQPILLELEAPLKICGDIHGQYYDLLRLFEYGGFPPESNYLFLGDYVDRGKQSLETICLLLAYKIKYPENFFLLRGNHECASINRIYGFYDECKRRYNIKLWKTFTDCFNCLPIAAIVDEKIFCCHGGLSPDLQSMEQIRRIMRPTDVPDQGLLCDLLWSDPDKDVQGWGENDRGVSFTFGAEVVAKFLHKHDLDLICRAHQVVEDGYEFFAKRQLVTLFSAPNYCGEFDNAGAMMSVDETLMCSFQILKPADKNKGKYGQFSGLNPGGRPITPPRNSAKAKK
Fh CTSL1 inh – Fasciola hepatica cathepsin L1 inhibitors, primary screen, counter-screen for PFM18AAP inhibitor project, biochemical, QFRET, fluorogenic peptide substrate; inhibition, % at 5.96 µM; 300,000 tested, 0.49% active; recombinant F. hepatica cathepsin L1, Z-Leu-Arg-MCA fluorescence; AID 1906, 2009;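 active = inhibition above the mean of all tested compounds plus 3 SD, set per screening campaign, cut at about 17% in these data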;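 note: 0% = plate median of test compound wells and 100% = 1 µM Z-Phe-Ala-diazomethylketone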
PP5 inh – PP5 phosphatase inhibitors, primary screen, biochemical, fluorescence; Serine/threonine-protein phosphatase 5 (Homo sapiens), P53041; 320,000 tested, 0.18% active; inhibition, % at 6.7 µM; AID 1987, 2009; purified PP5c, OMFP substrate fluorescence;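 active = inhibition above the campaign's mean inhibition across all tested compounds plus 3 SD, cut at about 9.5% in these data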;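 note: 0% = DMSO only and 100% = 100 µM cantharidin control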
procasp7 counter – procaspase-7 activators, primary screen, counter-screen for procaspase-3 activator project, biochemical, absorbance, HTS, human | AID 463210, 2010 | recombinant procaspase-7, Ac-DEVD-pNA absorbance 405 nm; D23A/D198A/D206A triple mutant, cannot self-cleave; scale: DMSO 0, 5 µM enzyme 100 | activation, % at 8.5 µM | 330,000 tested, 0.093% active;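 active = percent activation above the screen-wide mean plus 3 SD, cut at about 25% in these data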
Target sequence (P55210 whole entry D23A/D198A/D206A): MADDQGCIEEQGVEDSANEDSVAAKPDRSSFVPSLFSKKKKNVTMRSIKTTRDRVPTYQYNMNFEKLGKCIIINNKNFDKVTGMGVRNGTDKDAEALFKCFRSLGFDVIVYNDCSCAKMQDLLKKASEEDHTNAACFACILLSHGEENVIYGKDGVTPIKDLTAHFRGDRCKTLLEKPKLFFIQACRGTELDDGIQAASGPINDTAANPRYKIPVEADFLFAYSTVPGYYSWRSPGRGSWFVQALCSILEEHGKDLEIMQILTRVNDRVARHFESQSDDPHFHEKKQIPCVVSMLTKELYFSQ
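Test system: Procaspase-7 triple mutant (PC-7 D3A). Also added: Ac-DEVD-pNA substrate, 400 µM as added. Schedule: 1 h enzyme–compound preincubation and 2 h substrate reaction, both 25 °C. Signal: p-Nitroaniline absorbance at 405 nm, read at 0 and 120 min. Control set: low DMSO alone, high DMSO plus 5 µM PC-7.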
Starred values were filed as active, the others as inactive; nt = not tested or not shown. An unsorted share of the library; any-hit rate near 5.6%.

SMILES,PAFAH2 FP inh,TPT1 inh,proCasp3 act,HCV core dimer,AHR activator,PP1 counter,Fh CTSL1 inh,PP5 inh,procasp7 counter
CC(=O)c1cccc(NC=C2C(=O)OC3(CCCCC3)OC2=O)c1,-2,0,-3,-2,19,2,1,1.1,-1
COc1ccc(OC)c(NC(=O)C2CC(C)=C(C)CC2C(=O)O)c1 (stereo unspecified),-5,1,5,2,8,1,0,-1.1,7
O=C(NCCc1c[nH]c2ccccc12)/C(=C/c1cccnc1)NC(=O)c1ccco1,-6,2,11,1,4,-2,6,2.0,2
COc1cc(-c2cc(C(F)(F)F)n3ncc(C(=O)O)c3n2)cc(OC)c1OC,2,0,-3,-5,1,-2,5,0.1,-12
COCCCn1c2nc3ccccc3nc2c2c(=O)n(Cc3ccccc3Cl)cnc21,nt,4,12,4,-1,-4,-1,1.0,2
COc1ccc(CCn2c(C(C)C)nc3c(c(=O)c4ccccc4n3C)c2=O)cc1,-1,0,7,24,5,13,3,3.2,6
Brc1ccc(/C=N/Nc2nc3ccccc3o2)cc1,-7,-2,2,-1,29,-2,-4,-0.2,-6
O=c1c(O)c(-c2ccc3c(c2)OCO3)oc2ccccc12,-8,4,37*,33,69*,1,5,4.2,30*
COC(=O)[C@@H]1C[C@@]2(O)[C@@H](O)[C@@H](O)[C@@H](O)C[C@H]2N1Cc1cc(OC)cc(OC)c1,-8,-6,2,-8,6,2,-3,2.7,5
CN1C(=O)NC(NC(=O)C2CCCCC2)(C(F)(F)F)C1=O (stereo unspecified),0,-1,-2,-14,3,-1,-3,-0.2,1
O=C(COC(=O)c1ccccc1Oc1ccccc1)NCc1ccco1,11,-4,-4,74*,1,1,-7,0.5,-6
COc1ccc(C(=O)NCC(=O)OCc2ccc(F)cc2Cl)cc1OC,-7,0,-2,-9,0,0,-33,0.4,-3
CC(C)NC(=O)NC(=O)COC(=O)c1ccccc1O,5,-3,-1,-2,0,0,-9,-0.4,1
O=C(c1ccco1)N1CCN(c2ncnc3scc(-c4cccs4)c23)CC1,-4,3,2,2,1,-4,2,-0.1,-2
CCNc1cc(S(=O)(=O)C(F)(F)F)ccc1N,-1,-1,1,-2,-2,0,2,1.7,3
Cc1sc2ncnc(SCC(=O)N(C)C3CCS(=O)(=O)C3)c2c1C (stereo unspecified),10,-1,-3,2,6,-1,-4,-1.2,0
CN(C)CCCn1c(=S)[nH]c2sc3c(c2c1=O)CCCC3,4,0,-12,-10,0,0,-5,0.8,-14
CC(=O)N/N=C/c1cc([N+](=O)[O-])ccc1OCCOc1ccccc1,-3,-6,3,2,10,1,1,1.0,3
CC1=NN(c2ccc(C)cc2)C(=O)/C1=C\C=C\c1ccccc1,20,5,-10,12,1,1,-2,4.4,-8
CCCCOC(=O)N1CCOCCOCCN(C(=O)OCCCC)CCOCCOCC1,2,-2,0,-2,6,1,0,5.5,-9

(listing goes on)
SMILES,PAFAH2 FP inh,TPT1 inh,proCasp3 act,HCV core dimer,AHR activator,PP1 counter,Fh CTSL1 inh,PP5 inh,procasp7 counter
COc1ccc(NC(=O)c2c3c(nc4ccccc24)CCC3)cc1,4,2,0,-5,-1,-5,1,0.1,-3
Cc1cccc(C)c1NS(=O)(=O)c1ccc(-c2ccc(=O)[nH]n2)o1,4,-1,2,-4,4,-3,-4,-2.1,8
CC1CN(S(=O)(=O)c2cccc3nsnc23)CC(C)O1 (stereo unspecified),-5,-3,-5,-6,0,-6,-2,0.4,12
Cc1c(NS(=O)(=O)c2cc(C(=O)NCc3ccco3)cc(Cl)c2Cl)c(=O)n(-c2ccccc2)n1C,3,-4,-14,3,97*,10,12,0.0,-13
CCOC(=O)N1CCN(C(=O)c2cnc3n(c2=O)CCS3)CC1,-2,-2,3,-1,0,-5,-1,-0.1,7
O=C(/C=C/c1ccco1)Nc1ccccc1C(=O)O,nt,7,-8,9,6,4,-2,1.5,-14
Clc1cc(Cl)cc(CN2CCSCC2)c1,2,-4,-1,-1,-2,-1,4,-0.4,3
O=C(Nc1ccc(OCC(=O)N2CCOCC2)cc1)Nc1cccc2ccccc12,-7,1,1,-1,2,-6,-1,2.0,-1
CCOc1ccc(NC(C)C(=O)N/N=C/c2cccs2)cc1 (stereo unspecified),-3,0,-2,-6,2,-4,2,0.0,-7
O=C(Nc1ccccc1)O/N=C(\c1ccccc1)c1ccccn1,5,-4,6,1,4,4,-2,-0.9,0
Cc1cc(NC(=O)C2CC=CCC2C(=O)O)no1 (stereo unspecified),3,0,-4,0,-2,-4,-3,1.5,2
COc1ccc(C)cc1-n1nnnc1SCC1CCCCO1 (stereo unspecified),6,-1,-3,0,2,-11,4,-0.4,0
CN1CCc2c(sc3c2C(=O)NC(c2ccc(-c4cccc(Cl)c4)o2)N3)C1 (stereo unspecified),0,115*,-5,10,6,7,3,2.2,-4
CC(=O)c1cccc(NC(=O)COC(=O)c2cccc(N3C(=O)c4ccccc4C3=O)c2)c1,52*,4,4,15,4,1,-9,-0.3,0
c1ccc2c(c1)nnn2Cc1nnc2sc(-c3ccc4c(c3)OCCO4)nn12,-13,-2,-16,-1,1,-2,6,4.8,-12
Cc1ccc(C)n1-c1ccc(C(=O)N/N=C/c2ccncc2)cc1,-5,2,6,1,4,2,-11,0.2,3
CCOC(=O)c1ccccc1NC(=O)c1cccc([N+](=O)[O-])c1,-8,-2,6,3,0,0,0,4.1,-7
COCC(=O)Nc1ccc(Br)cc1,-1,-3,0,0,2,-1,-1,0.0,1
C=CCNC(=S)NNC(=O)c1ccc(OC(C)C)cc1,2,1,5,-2,1,-1,-4,-1.3,1
CCN(CC)CCNC(=O)c1ccc(NC(=O)c2cn(-c3ccccc3)nc2-c2cccs2)cc1,-11,-1,-6,-16,-8,-9,9,4.4,-5

The listing continues:
SMILES,PAFAH2 FP inh,TPT1 inh,proCasp3 act,HCV core dimer,AHR activator,PP1 counter,Fh CTSL1 inh,PP5 inh,procasp7 counter
CCCCCCCCOC(=O)c1c(CSC(=N)N)n(C)c2cc(Br)c(OC(C)=O)cc12,nt,0,1,2,6,17*,5,2.7,5
CCCOC(=O)Nc1cccc(C(C)=O)c1,-1,-5,1,-1,1,4,-1,-0.4,3
CC(C)C[C@@H](CSc1ccc(Br)cc1)N1CCN(CC(C)C)CCC1=O,0,0,11,5,3,3,4,4.1,-4
CS(=O)(=O)N1c2cccc3cccc(c23)S1(=O)=O,6,1,2,6,1,-4,1,-1.6,-7
CC(=O)NC(C)c1nc2ccccc2n1C(C)C (stereo unspecified),-1,-6,12,-7,-1,-2,5,-1.5,-1
CCc1ccccc1OCC(=O)Nc1cccc(S(=O)(=O)NC2=NCCCCC2)c1,2,nt,3,nt,-1,-4,nt,0.9,4
Cn1c(=O)oc2cc(S(=O)(=O)N3CCN(c4ccccn4)CC3)ccc21,1,-3,7,-2,0,1,3,-0.5,3
COc1cc(F)ccc1S(=O)(=O)n1c(C)nc2ccccc21,-2,3,-11,-3,1,-1,2,-2.7,6
O=C(NCc1cccnc1)C1CC(=O)N(c2ccc(F)cc2)C1 (stereo unspecified),-1,2,-3,-3,3,6,2,1.5,10
O=C(CSc1nnc(-c2ccccc2)c2ccccc12)NCC1CCCO1 (stereo unspecified),13,1,1,9,2,-1,0,-1.9,7
O=C(N/N=C/c1cc(Cl)ccc1O)c1ccc(Br)cc1,-12,13,-55,-7,6,6,-2,0.1,-77
CC1(C)CC(=O)C(CCCN2C(=O)c3ccccc3C2=O)C(=O)C1,2,-1,3,0,-2,2,-4,2.4,5
Cc1cc(-c2ccc(S(=O)(=O)N3CCN(c4cccc(C)c4C)CC3)s2)on1,-7,3,2,6,0,8,3,2.6,3
CC(=O)Nc1ccc(S(=O)(=O)N2CCN(Cc3cccs3)CC2)cc1,4,1,8,1,1,-4,0,3.8,0
C#CCNC(=O)C1=C[C@H](c2csc3ccccc23)C[C@H](OCCCCO)O1,-3,5,-11,31,1,1,1,-0.1,7
Cc1cccc(S(=O)(=O)Nc2ccc(S(=O)(=O)Nc3nccs3)cc2)c1,9,nt,-3,nt,-1,nt,nt,nt,3
CC(C)c1cccc(C(C)C)c1OC(=O)[C@H]1OC(c2ccc(Br)cc2)=C[C@@H]1c1ccc(Br)cc1,-40,nt,1,nt,-2,3,nt,0.8,11
Cc1cc(C)c(S(=O)(=O)NCc2cn3c(C)csc3n2)c(C)c1,-1,-3,2,-1,2,-2,0,-1.1,1
COc1ccc(CN2CCNC(=O)C2CC(=O)NC2CCCC2)c(OC)c1 (stereo unspecified),4,-2,5,6,1,-1,-1,0.8,-1
CC(C)Oc1ccc(C(CC(=O)NCc2ccco2)c2ccccc2)cc1 (stereo unspecified),2,2,2,-3,-2,-1,-2,0.9,8

A few values from the results shown.
CCOc1ccc(NC(C)C(=O)N/N=C/c2cccs2)cc1 (stereo unspecified) in AHR activator → 2
CC1=NN(c2ccc(C)cc2)C(=O)/C1=C\C=C\c1ccccc1 in procasp7 counter → -8

New compounds follow.
SMILES,PAFAH2 FP inh,TPT1 inh,proCasp3 act,HCV core dimer,AHR activator,PP1 counter,Fh CTSL1 inh,PP5 inh,procasp7 counter
CCOc1ccc(C(C(=O)NCCC(C)C)N(CCO)C(=O)c2snc(C(N)=O)c2N)cc1 (stereo unspecified),4,2,-3,5,-1,-5,-2,1.8,-7
CCN1C(=O)N/C(=C/c2cc(C)n(Cc3ccccc3)c2C)C1=O,2,3,-5,13,136*,4,-3,-1.3,5
Cc1ccc(CNc2cnccn2)cc1,7,3,16,-2,4,0,-2,0.3,-6
CCCN(CCC)S(=O)(=O)c1ccc(NS(C)(=O)=O)cc1,-7,-5,-5,3,-5,-3,4,1.9,2
O=C(CSCc1ccccc1F)NCc1ccc(F)cc1,0,2,6,0,-1,-3,3,-1.4,6
O=[N+]([O-])c1cccnc1Sc1ccccc1Cl,8,0,1,14,-2,-4,-3,4.2,-2
Cc1cc2nc3c(nc2cc1C)CCCC3,4,-2,2,-9,-2,0,1,0.9,-1

Screens: PubChem BioAssay, The Scripps Research Institute Molecular Screening Center
